Bioassay records: PubChem, National Center for Advancing Translational Sciences (NCATS)
PLK1 PBD inh: blocks phosphopeptide binding to human PLK1 polo-box domain; AID 720504; P53350; Plk1 PBD binding of FITC phosphopeptide, fluorescence polarization; Potency, µM, for the others: max response, negative = inhibition, hits mostly inhibitors; 2.8% of 360,000 active; further: potency means the concentration at half of the fitted maximal effect; series mostly up to about 57 µM; on the % scale 0 is the no-effect control and ±100 the full control effect; nearly all actives have a fitted effect of over 65% in size
PI5P4Ka inh: PI5P4K alpha (human) kinase inhibition. P48426. PI5P4Kalpha enzyme, ADP-Glo luminescence, 60 min; active compounds read low. max response, %. 1.2% of 330,000 active. AID 652105; active means max response of -50% or lower; inconclusive means between -30% and -50%; inactive means -30% or higher; further: value at the top dose of about 77 µM; on the % scale 0 is the no-effect control and ±100 the full control effect
Target sequence (P48426 whole entry, looked up): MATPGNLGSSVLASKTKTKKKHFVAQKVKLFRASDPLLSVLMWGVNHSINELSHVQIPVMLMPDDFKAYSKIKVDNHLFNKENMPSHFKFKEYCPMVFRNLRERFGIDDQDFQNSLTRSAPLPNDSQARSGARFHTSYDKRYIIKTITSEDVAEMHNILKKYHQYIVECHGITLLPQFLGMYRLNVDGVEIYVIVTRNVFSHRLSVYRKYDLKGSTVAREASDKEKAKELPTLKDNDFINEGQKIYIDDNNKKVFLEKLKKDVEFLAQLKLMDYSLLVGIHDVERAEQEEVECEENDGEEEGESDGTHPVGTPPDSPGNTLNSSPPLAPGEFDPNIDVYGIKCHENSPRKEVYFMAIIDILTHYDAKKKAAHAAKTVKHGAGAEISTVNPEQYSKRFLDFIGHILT
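ADP-Glo luminescence end-point read after a 60 min room-temperature kinase reaction of PI5P4Kalpha plus substrate, initiated with ATP at 5 microM final. Buffer: 0.038 M HEPES pH 7.4, EGTA, 0.1% CHAPS, 5% DMSO.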
GLP1R cytotox: cytotoxicity counter-screen for GLP-1 receptor inverse agonists; HEK293 cAMP-luciferase reporter cells, luminescence, 24 h; Potency, µM (top dose mostly 38.3 µM), inactives show at the highest dose activity change, negative = inhibition, actives largely listed as inhibitors; 0.13% of 410,000 active; AID 624418;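 further: loss of luciferase light is scored as toxicity; potency means the concentration at half of the fitted maximal effect; on the % scale 0 is the no-effect control and ±100 the full control effect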
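Cells in DMEM/10% Nu serum/1% pen-strep, 1536-well format. Pre-incubated 12 h, dosed with 23 nL compound, incubated a further 24 h. Luciferase detection, 12 min at room temp, luminescence.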
D3 ag: activates the human D3 dopamine receptor. D3R DiscoveRx beta-arrestin cells, luminescence, 90 min. P35462. max activation, %. 0.58% of 410,000 active; in the data active means max activation above about 30%; further: 0% is about no effect; mostly tested at two doses, the higher about 12 µM
Target sequence (P35462 whole entry, looked up): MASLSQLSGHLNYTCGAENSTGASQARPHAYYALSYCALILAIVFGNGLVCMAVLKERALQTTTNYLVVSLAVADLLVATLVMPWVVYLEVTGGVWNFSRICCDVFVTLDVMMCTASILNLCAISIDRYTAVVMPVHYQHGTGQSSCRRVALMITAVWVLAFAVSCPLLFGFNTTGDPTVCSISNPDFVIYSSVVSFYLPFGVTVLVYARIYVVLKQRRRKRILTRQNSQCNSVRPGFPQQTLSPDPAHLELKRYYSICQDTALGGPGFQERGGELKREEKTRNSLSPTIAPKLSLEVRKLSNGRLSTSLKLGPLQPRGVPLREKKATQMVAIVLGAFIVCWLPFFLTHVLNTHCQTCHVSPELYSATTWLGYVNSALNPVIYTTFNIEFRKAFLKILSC
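Agonist-mode cell screen: cells plated at 1500/well and incubated overnight at 37 °C, then exposed to library compounds for 90 min at 37 °C. Detection reagent was added for 30–60 min at room temperature, and luminescence was read.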
WRN inhibitor: inhibitors of human WRN helicase. AID 651768. 0.46% of 360,000 active. WRN helicase unwinding, fluorescent forked duplex, kinetic. Potency, µM (top dose mostly 114 µM), for inactives: at the top dose activity change, negative = inhibition, usual class: inhibitors; further: potency means the concentration at half of the fitted maximal effect; on the % scale 0 is the no-effect control and ±100 the full control effect; nearly all actives have a fitted effect of over 55% in size
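WRN at 20 nM final preincubated with compound 15 min at room temperature; reaction started with 100 nM fluorophore/quencher forked duplex oligonucleotide and 2 mM ATP final. Unwinding followed kinetically by red fluorescence (ex 525, em 598 nm).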
GLP-1R agonist: GLP-1 receptor (human) agonism; P43220; HEK293 GLP-1R CRE-luciferase, luminescence, 4-6 h; cells express a hypersensitive GLP-1R form; Potency, µM (highest dose often 45.6 µM), for the others: top-dose activation, usual class: activators; 0.007% of 380,000 active; AID 624172; further: potency means the concentration at half of the fitted maximal effect; % of control where 0% means no effect
GLP-1R inv ag: acts as inverse agonist at human GLP-1 receptor. P43220. HEK293 GLP-1R CRE-luciferase, luminescence, 24 h; GLP-1R form is constitutively active. Potency, µM (doses to about 38.3 µM), for the others: at the highest dose activity change, negative = inhibition, usual class: inhibitors. 1.6% of 410,000 active. AID 624417; further: potency means the concentration at half of the fitted maximal effect; on the % scale 0 is the no-effect control and ±100 the full control effect; nearly all actives have a fitted effect of over 55% in size
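Constitutively active GLP-1R drives a cAMP-responsive luciferase in stably transfected HEK293 cells; test compounds are added after overnight (12 h) attachment and left 24 hr, and signal loss in luminescence marks inhibition.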
DRD3 antagonist: D3 dopamine receptor (human) antagonism; P35462; D3R cells, DiscoveRx beta-arrestin luminescence, antagonist mode; active compounds read low; 2.5% of 360,000 active; max response, negative = inhibition, %; in the data active means max response below about -50%; inconclusive means no clear call, values can overlap the other calls; further: on the % scale 0 is the no-effect control and ±100 the full control effect; mostly tested at two doses, the higher about 12 µM
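Cells expressing the human receptor were seeded at 1500 cells/well, incubated overnight at 37 degrees C in 5% CO2, then exposed to library compounds with dopamine controls for 90 minutes at 37 degrees C before luminescent detection.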
IL-2 act: IL-2 activation; IL-2 activation reporter assay, cell-based qHTS; stimulated with anti-CD3/CD4/CD28 beads; in transgenic mouse T cells; AID 652025; activation, % (series mostly up to about 46 µM); 0.065% of 360,000 active; in the data active means activation above about 50%; inconclusive means mostly about 30% to 49%; further: 0% is about no effect
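Readout: EGFP and DsRed signals by fluorescent plate cytometry. Unstimulated transgenic mouse T cells received compound 60 min before antibody-bead stimulation, then incubated 18 h at 37 degrees C.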
Starred values were filed as active, the others as inactive; ? = inconclusive; / = no result given; [ ] = remark or other dose. Unless noted, the call rests on the fitted dose curve; in most records, active means well fitted curve in the direction sought with a large enough effect; inconclusive means small, poorly fitted or top-dose-only effect, or another doubt; inactive means no such curve, though single readings can be large; an effect the other way counts as inactive or inconclusive.

SMILES	PLK1 PBD inh	PI5P4Ka inh	GLP1R cytotox	D3 ag	WRN inhibitor	GLP-1R agonist	GLP-1R inv ag	DRD3 antagonist	IL-2 act
CC(/C=C/c1ccccc1)=N\Nc1nc(C)cc(C)n1	4%	0	?	-1	-10%	7%	?	7	1.0
CC(OC(=O)CSc1ccc([N+](=O)[O-])cc1)C(=O)NCc1ccco1 (stereo not drawn)	-14%	-17	-3%	1	-1%	0%	14%	10	-3.2
Cc1cc(C)n(CC(=O)NCCC2=CCCCC2)n1	-1%	1	-1%	-2	-1%	1%	3%	4	-0.5
C/C(=N\NC(=O)COc1ccc(C(C)(C)C)cc1)c1ccc(N2CCOCC2)cc1	8%	15	-2%	3	-5%	5%	?	9	-0.5
O=C(Nc1ccc2c(c1)COC2=O)c1ccc(Cl)c(Cl)c1	-10%	-2	-1%	-5	1%	-1%	13%	-14	-3.5
COc1ccc(C(=O)NCC(=O)N2CCNC(=O)C2)cc1OC	-3%	3	-2%	1	8%	8%	2%	-3	1.5
c1ccc2c(c1)Oc1ccccc1S2	-5%	15	4%	-1	0%	-3%	5%	23	0.6
O=C(NCc1ccco1)C(c1ccccc1F)N(Cc1cccnc1)C(=O)Cn1nnc2ccccc21 (stereo not drawn)	-6%	2	15%	-4	-8%	2%	16%	0	0.8
Cc1nn(Cc2ccccc2Cl)c(C)c1NC(=O)C1C2CCC(O2)C1C(=O)O (stereo not drawn)	-15%	6	-2%	-6	-28%	2%	0%	-22	-1.7
Cn1c(=O)n(Cc2ccccc2)c(=O)c2c1nc(NCC1CCCO1)n2Cc1ccccc1 (stereo not drawn)	-7%	/	?	-11	2%	1%	4µM*	17	-2.1
O=C(C(=O)N1CCN(c2ccccc2)CC1)c1ccccc1	-10%	-4	1%	3	-1%	/	14%	-6	-0.2
CC(C)(C)C(=O)Nc1ccc(-c2cnco2)cc1	-2%	3	-6%	5	-2%	0%	2%	-19	-4.6
Cc1ccc(NC(=O)CN(C)C(=O)CSc2nnc(C)s2)cc1	2%	-7	1%	10	2%	4%	9%	19	1.7
COC(=O)[C@H](CCSC)NC(=O)Nc1cccc(C)c1C	-3%	3	5%	5	-1%	1%	-26%	9	-2.7
CCN(C[C@H]1N[C@@](Cc2ccccc2)(C(=O)OC)[C@H]2C(=O)N(C)C(=O)[C@@H]12)S(=O)(=O)c1ccc(OC)cc1	-12%	1	2%	8	-5%	15%	2%	10	0.9
c1ccc(NC2=NCCN2CC2CCCCCC2)cc1	-1%	6	1%	-38	-1%	3%	-27%	4	0.0
COc1cccc(/C=C/C(=O)OCC(=O)NCc2ccco2)c1OC	-3%	1	-2%	12	1%	19%	10%	0	-1.2
Cc1ccc(CNC(=O)c2ccc(N3CCC4(CC3)CC(c3cccc(Br)c3)=NO4)c(NC(=O)c3ccccc3)c2)cc1	-10%	-5	2%	-10	-7%	0%	0%	0	1.4
CCc1ccc(CN(C)C(=O)c2cc(S(=O)(=O)N3CCOCC3)ccc2N2CCCC2)cc1	-1%	23	12%	5	5%	14%	-3%	-3	-1.2
CC(C)(C)NC(=O)CN(CCN1CCOCC1)C(=O)CNS(=O)(=O)c1ccc(Cl)cc1	-12%	2	5%	7	5%	3%	11%	0	-0.3
Cc1ccsc1C(=O)OCC(=O)Nc1cccc(F)c1	-1%	-1	-2%	-8	-6%	-2%	-8%	-12	0.7
CCOC(=O)N1CCC(NC(=O)c2ccc(CS(=O)(=O)c3c(Cl)cccc3Cl)o2)CC1	-2%	2	3%	-7	17%	-3%	2%	-19	-1.7
COCCC(=O)N1CCC(n2nccc2NC(=O)c2ccccc2C)CC1	21µM*	-12	-7%	1	2%	6%	3%	-6	-1.3
COC(=O)C(CCCCN1C(=O)C2C3C=CC(C3)C2C1=O)N1C(=O)C2C3C=CC(C3)C2C1=O (stereo not drawn)	-1%	0	-1%	0	6%	-7%	?	29	-2.0
O=C(/C=C/c1ccccc1)OCN1C(=O)c2ccccc2C1=O	-10%	-1	17%	8	-5%	9%	24%	-2	2.1
O=C(Nc1ccc(F)cc1F)N1CCCC(c2nc(-c3ccc(F)cc3)no2)C1 (stereo not drawn)	12µM*	1	6%	3	-6%	-5%	?	-16	-3.4
COc1ccc(CCN(C)C(=O)CCc2nnc(-c3ccccc3)o2)cc1OC	-2%	6	0%	0	0%	?	39%[activator]	4	-3.7
Cc1ccc(-c2nc(C(=O)NC3CCCCCC3)no2)cc1	9.5µM*	-20	3%	-3	-8%	6%	-16%	16	-1.4
COc1ccccc1C1/C(=C(/O)c2ccc(C)cc2)C(=O)C(=O)N1CCN1CCOCC1 (stereo not drawn)	2%	5	-18%	3	-3%	-1%	6%	15	0.8
CSc1ccc(CN2C(=O)C(C)ON=C2c2ccccc2F)cc1 (stereo not drawn)	1%	15	-1%	-5	6%[57.1 µM]	5%	?	-16	0.3

For convenience, part of the list above:
SMILES	PLK1 PBD inh	PI5P4Ka inh	GLP1R cytotox	D3 ag	WRN inhibitor	GLP-1R agonist	GLP-1R inv ag	DRD3 antagonist	IL-2 act
COc1ccccc1C1/C(=C(/O)c2ccc(C)cc2)C(=O)C(=O)N1CCN1CCOCC1 (stereo not drawn)	2%	5	-18%	3	-3%	-1%	6%	15	0.8
CSc1ccc(CN2C(=O)C(C)ON=C2c2ccccc2F)cc1 (stereo not drawn)	1%	15	-1%	-5	6%[57.1 µM]	5%	?	-16	0.3

(next part)
SMILES	PLK1 PBD inh	PI5P4Ka inh	GLP1R cytotox	D3 ag	WRN inhibitor	GLP-1R agonist	GLP-1R inv ag	DRD3 antagonist	IL-2 act
COc1ccc(C2/C=C\CN(C(=O)C3CCCC3)[C@H](Cc3ccccc3)C(=O)N2Cc2ccc(F)cc2)cc1 (stereo partly drawn)	-7%	2	6%	-22	-1%	-3%	4.5µM*	-68*	-0.4
N#CCSc1nnc(CNc2cccc(Cl)c2)o1	-5%	/	-8%	20	-1%	-1%	3%	-10	2.2
Cc1ccc(NC(=O)CCSCCC(=O)Nc2ccc(C)c(C)c2)cc1C	-15%	-6	19%	-6	-12%	1%	?	3	-4.5
CC(C)(C)Sc1ccc2nc3c(n2c1)CCCC3	-4%	-2	?	1	-15%	?	10µM*	6	0.6
COCCSc1ccccc1C(=O)Nc1nncs1	-11%	/	1%	-4	-10%	-1%	8%	27	-1.5
COc1ccc(CCNC(=O)CSc2nc3c(c(=O)n(C)c(=O)n3C)n2C(C)C)cc1OC	-9%	/	8%	-14	4%	-1%	0%	-4	-2.9
O=C(Nc1ccccc1)NC1CCCCC1	-1%	-4	-9%	-4	2%	5%	-12%	16	0.1
Clc1ccc(OCCn2ccnc2)c(Br)c1	-5%	-4	-7%	-1	4%[57.1 µM]	4%	4%	?	-1.9
O=C(COC(=O)Cc1c(F)cccc1Cl)NC(=O)c1ccccc1	-1%	-3	-5%	1	-19%	-1%	8%	5	-4.1
COC(=O)Cc1nc2c(N)nc(N)nc2[nH]c1=O	-5%	2	-10%	17	-11%	3%	10%	12	0.0
O=C(COc1nnc2ccccn12)N1CCN(S(=O)(=O)c2ccccc2)CC1	-1%	2	-4%	0	-10%	-4%	3%	15	-0.4
COc1ccc(/C(C)=N/NC(=S)NCc2ccco2)cc1	-1%	5	?	1	-12%	23%	11µM*	7	-2.9
O=C(/C=C/c1cccc([N+](=O)[O-])c1)NCCN1C(=O)S/C(=C\c2cccnc2)C1=O	-28%	3	-26%	0	-20%	1%	?	-9	-2.9
CC1CCCC(C)N1CC(O)COc1ccc(Cl)cc1 (stereo not drawn)	-4%	16	?	1	7%	2%	?	-12	-1.2

Molecules above that contain fluorine, in the order listed:
SMILES	PLK1 PBD inh	PI5P4Ka inh	GLP1R cytotox	D3 ag	WRN inhibitor	GLP-1R agonist	GLP-1R inv ag	DRD3 antagonist	IL-2 act
O=C(NCc1ccco1)C(c1ccccc1F)N(Cc1cccnc1)C(=O)Cn1nnc2ccccc21 (stereo not drawn)	-6%	2	15%	-4	-8%	2%	16%	0	0.8
Cc1ccsc1C(=O)OCC(=O)Nc1cccc(F)c1	-1%	-1	-2%	-8	-6%	-2%	-8%	-12	0.7
O=C(Nc1ccc(F)cc1F)N1CCCC(c2nc(-c3ccc(F)cc3)no2)C1 (stereo not drawn)	12µM*	1	6%	3	-6%	-5%	?	-16	-3.4
CSc1ccc(CN2C(=O)C(C)ON=C2c2ccccc2F)cc1 (stereo not drawn)	1%	15	-1%	-5	6%[57.1 µM]	5%	?	-16	0.3
COc1ccc(C2/C=C\CN(C(=O)C3CCCC3)[C@H](Cc3ccccc3)C(=O)N2Cc2ccc(F)cc2)cc1 (stereo partly drawn)	-7%	2	6%	-22	-1%	-3%	4.5µM*	-68*	-0.4
O=C(COC(=O)Cc1c(F)cccc1Cl)NC(=O)c1ccccc1	-1%	-3	-5%	1	-19%	-1%	8%	5	-4.1
